# TNAP act hi DEA: activators of human TNAP at high phosphate acceptor concentration. purified TNAP, CDP-star luminescence, 1 M DEA, 30 min; stronger effect = higher value; 0 = EDTA background, 1 = DMSO-only activity. activation factor at 20 µM. 200,000 tested, under 10 active. AID 1136;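 active = activation factor at least 2 at 20 µM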
# Target sequence (P05186 whole entry, looked up): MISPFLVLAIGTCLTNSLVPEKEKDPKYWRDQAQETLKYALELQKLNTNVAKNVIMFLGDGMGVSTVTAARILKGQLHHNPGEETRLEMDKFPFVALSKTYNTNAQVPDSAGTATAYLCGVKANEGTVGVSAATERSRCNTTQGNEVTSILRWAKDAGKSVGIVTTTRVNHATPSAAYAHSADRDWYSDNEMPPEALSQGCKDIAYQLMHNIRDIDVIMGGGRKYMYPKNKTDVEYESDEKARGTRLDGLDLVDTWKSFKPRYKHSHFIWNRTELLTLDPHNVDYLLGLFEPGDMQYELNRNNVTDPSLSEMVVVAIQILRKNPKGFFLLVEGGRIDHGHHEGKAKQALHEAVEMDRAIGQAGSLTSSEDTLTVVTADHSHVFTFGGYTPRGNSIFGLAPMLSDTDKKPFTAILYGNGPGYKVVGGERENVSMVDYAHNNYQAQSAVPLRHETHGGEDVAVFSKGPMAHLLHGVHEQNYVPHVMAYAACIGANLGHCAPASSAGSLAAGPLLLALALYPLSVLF
#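 system = human TNAP | amount = enzyme diluted 1/800 final | reagent = 100 µM CDP-star substrate | signal = luminescent substrate turnover signal | dosing = one dose, 20 µM | benchmarks = EDTA negative control, DMSO positive control | measure = activation factor | timing = 30 min reaction, room temperature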
# bIAP inhibitor: blocks bovine intestinal alkaline phosphatase activity; purified bovine IAP, CDP-star luminescence, 30 min; inhibition, % at 20 µM; 190,000 tested, under 10 active;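 active = over 50% inhibition of intestinal alkaline phosphatase at 20 µM in the single-dose screen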
#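 System: purified bovine intestinal alkaline phosphatase (IAP) enzyme; Input: IAP diluted 1/65,000,000 in the well; Measured by: CDP-star luminescence signal; Compound dosing: 20 µM single dose; Incubation: 30 min reaction at room temperature.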
# TNAP inh hiacc: inhibitors of human TNAP at high phosphate acceptor concentration; P05186; purified TNAP, CDP-star luminescence, 1 M DEA; inhibition, % at 20 µM; 200,000 compounds, 0.03% hits;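 active = over 50% inhibition of tissue-nonspecific alkaline phosphatase at 20 µM in the single-dose screen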;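 also: plate controls were DMSO wells for no effect and EDTA-quenched wells as full inhibition for full effect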
# Lmaj promast: inhibitors of Leishmania major promastigote growth | Leishmania major promastigotes, resazurin fluorescence viability | inhibition, % at 10 µM | 200,000 compounds, 9% hits | AID 1063; in the data active = inhibition above about 50%;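 also: promastigotes grown with compound for 44 hours at 28 °C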
# APP 5UTR inh: APP translation inhibition. inhibition, % at 2 µM. 190,000 compounds, 0.82% hits. AID 1285. SH-SY5Y APP 5'UTR-luciferase reporter, luminescence;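 active = inhibition above a set limit, derived from the sample mean plus 3 SD, cut at about 45% in these data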; also: values of inactives mirror those of a sister screen read the other way
# TNAP inh no acc: blocks human TNAP activity with no phosphate acceptor present; inhibition, % at 20 µM; P05186; purified TNAP, CDP-star luminescence, 30 min; 200,000 compounds, 0.26% hits;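 active = tissue-nonspecific alkaline phosphatase inhibition above about 50% at 20 µM in the single-dose screen, limit read from the data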;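 also: 0% = DMSO negative control and 100% = EDTA positive control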
# RAM network inh: yeast RAM network inhibition; 190,000 compounds, 1.8% hits; inhibition, % at 50 µM; S. cerevisiae dse1pr::URA3 reporter, 5-FOA growth OD615, 2 d; analog-sensitive cbk1-as2 kinase mutant strain;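 active = inhibition above a set limit, 3 SD over mean compound inhibition, cut at about 8.4% in these data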;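 also: 0% = DMSO-only wells with no growth and 100% = 10 µM 1-NA-PP1 full growth; inhibition rescues growth on 5-FOA so higher OD means more RAM inhibition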
# FLuc inh counter: counter-screen for luciferase assay inhibitors: firefly luciferase inhibition; P08659; ATPLite firefly luciferase biochemical luminescence, 10 min; inhibition, % at 10 µM; 200,000 compounds, 1.5% hits;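 active = inhibition above about 50% when tested at 10 µM, limit read from the data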
# Target sequence (P08659 whole entry, looked up): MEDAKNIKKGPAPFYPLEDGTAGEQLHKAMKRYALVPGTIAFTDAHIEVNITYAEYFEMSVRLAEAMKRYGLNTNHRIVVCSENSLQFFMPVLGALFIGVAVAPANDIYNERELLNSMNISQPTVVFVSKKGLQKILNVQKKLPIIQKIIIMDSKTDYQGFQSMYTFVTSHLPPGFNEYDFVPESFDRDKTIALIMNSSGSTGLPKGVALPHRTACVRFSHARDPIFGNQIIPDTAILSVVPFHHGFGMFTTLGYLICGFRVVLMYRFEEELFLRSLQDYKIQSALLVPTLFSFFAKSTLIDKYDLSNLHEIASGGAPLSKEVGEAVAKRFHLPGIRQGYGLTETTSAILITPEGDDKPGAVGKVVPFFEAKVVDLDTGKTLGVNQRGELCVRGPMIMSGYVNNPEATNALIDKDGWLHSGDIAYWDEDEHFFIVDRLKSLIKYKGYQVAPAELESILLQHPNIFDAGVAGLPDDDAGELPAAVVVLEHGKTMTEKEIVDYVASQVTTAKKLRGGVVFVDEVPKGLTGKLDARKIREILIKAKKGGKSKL
# bIAP act: intestinal alkaline phosphatase (bovine) activation; purified bovine IAP, CDP-star luminescence, 30 min; stronger effect = higher value; fold of DMSO-control signal, blank-subtracted; activation factor at 20 µM; 200,000 compounds, 0.17% hits; AID 1016;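 active = activation factor of 2 or more at 20 µM, a signal rise over negative controls twice the positive control's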
# FLuc stim CS: affects firefly luciferase, flagging false hits in luciferase stimulation screens; P08659; ATPlite luciferase biochemical, luminescence, 10 min; 0 = ATP-free wells, 1 = DMSO control; activation factor at 10 µM; 200,000 tested, under 10 active; AID 1027;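 active = luciferase activation factor, scaled between plate controls, of at least 2 with compound at 10 µM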
#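 System: Luciferase/luciferin detection reagent, cell-free biochemical luciferase assay | Medium: PBS buffer for ATP | Dosing: Test compounds dosed from 2 mM stocks in 100% DMSO | Timing: 10 min at ambient temperature | Signal: Luminescence measurement of luciferase light output | Evaluation: Luciferase activation, seen as luminescence increase over controls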
# Active calls of the source: *; · = no result given.
SMILES,TNAP act hi DEA,bIAP inhibitor,TNAP inh hiacc,Lmaj promast,APP 5UTR inh,TNAP inh no acc,RAM network inh,FLuc inh counter,bIAP act,FLuc stim CS
CCOC(=O)c1sc(NC(=O)c2cc3ccccc3o2)nc1C,1,5.4,-3.7,-1.1,-116.4,-14.9,5.8,51.9*,0.9,0.5
Cc1ccc(S(=O)(=O)Nc2ccc(-c3csc(-c4ccccc4)n3)cc2)cc1,1.1,6.3,-5.4,4.1,-12.4,-16.8,4.3,-6.7,0.9,1.1
Cc1oc(C)c(C(=O)NCCCC(=O)O)c1C(=O)NCCCC(=O)O,1,-9.8,0.6,-3.0,3.1,-2.9,0.1,-5.7,1.1,1.1
Cc1cc(Cl)c(S(=O)(=O)Nc2ccc(S(=O)(=O)N3CCOCC3)cc2)cc1OCC(N)=O,1.1,6.0,-9.0,-3.4,11.2,-3.5,-0.2,-1.5,0.9,1
CC(=O)c1c(C(C)=O)c(C)n(NC(=O)c2ccncc2)c1C,1.1,2.7,-6.6,-8.1,0.2,-11.0,0.8,-5.8,1,1.1
Cc1cc(C)cc(NS(=O)(=O)c2ccc(NC(=S)NC(=O)c3cccs3)cc2)c1,0.9,-2.9,5.1,95.8*,-6.1,17.2,5.4,-1.3,1,1
O=C(CCCSc1nnnn1-c1ccccc1)c1ccc(F)cc1,1,4.2,1.6,-5.8,-13.9,-2.8,6.8,-0.9,1,1
Cc1cc(C)nc(NC2=NC3CCCCC3N2)n1 (stereo not given),1,-10.2,-0.5,64.2*,3.0,-3.8,-0.2,-1.7,1.1,1
COc1ccc(CC2(CO)CCN(C/C=C/c3ccccc3OC)CC2)cc1,1,-4.7,-3.8,86.8*,16.9,-12.8,0.9,-4.4,1,1
O=C(O)COc1ccccc1/C=N/NC(=O)c1cc(-c2ccc(F)cc2)nc2ccccc12,1,-3.8,-1.4,0.8,-24.4,-24.8,0.9,58.6*,1,0.4
CC(=O)Nc1ccc(OCC(O)CN2C(C)(C)CC(O)CC2(C)C)cc1 (stereo not given),1,13.3,0.1,-3.8,-4.1,0.4,1.1,-10.5,0.9,1.1
CC1CCCN(c2nc3c(c(=O)n(C)c(=O)n3C)n2CCSc2nc3ccccc3o2)C1 (stereo not given),1,-5.6,1.3,32.2,12.5,-4.3,1.8,-4.8,1.1,1
COc1cc(CN2C(=S)NC(C)(C)CC2(C)O)cc(OC)c1 (stereo not given),1.1,4.1,-5.5,49.4,-0.5,-1.1,0.4,0.4,1,1
CCOc1ccc(N2C(=O)CC(Sc3nc(-c4cccs4)cc(C(F)(F)F)c3C#N)C2=O)cc1 (stereo not given),1,9.4,-2.3,55.4*,-5.0,4.6,10.8*,-11.1,0.9,1.1
Nc1c(C(=O)c2ccccc2)oc2ccc(Br)cc12,1,15.1,-0.1,0.8,-124.0,-4.5,2.8,3.7,0.8,1
CCNC(=S)N1CCn2cccc2C1c1ccc(F)cc1 (stereo not given),1,1.0,-2.6,-7.2,9.0,-8.8,6.5,-3.9,1,1
Cc1ccc2occ(C(c3nnnn3Cc3ccccc3)N3CCOCC3)c(=O)c2c1 (stereo not given),1,1.8,-2.7,2.4,-6.2,-10.2,2.2,-6.7,1,1.1
CNCC(C)COc1ccccc1OCc1ccccc1 (stereo not given),1,9.6,-3.3,98.8*,-4.5,-8.7,19.7*,-1.4,0.9,1
Cc1ccc(C)c(N2CCN(C(c3ccncc3)c3nnnn3Cc3ccccc3)CC2)c1 (stereo not given),1.1,-1.2,-10.0,25.6,-5.7,-14.4,0.1,-3.8,1,1
CCOc1ccc(CCN2CN(CC)CNC2=S)cc1OCC,1,27.7,1.1,1.2,-6.2,-1.6,3.5,-2.7,0.7,1
CN(Cc1cccc(C(F)(F)F)c1)Cc1nc(-c2cnccn2)no1,1,9.4,-3.5,-1.6,12.4,1.3,-0.5,0.0,0.9,1
CCC(=O)N(Cc1cc2cc(OC)ccc2[nH]c1=O)c1cccc(C)c1,1.1,11.0,-7.7,-0.7,7.6,-10.6,1.1,-4.9,0.9,1
COc1ccc(/C(C)=N/Nc2ccc(C(=O)O)cc2)cc1OC,1,5.1,4.2,51.2*,-158.4,-14.1,5.6,9.4,0.9,0.9
CCCCNC(=S)Nc1ccc(-c2nc3ccc(C)cc3s2)cc1,1,29.8,1.8,4.2,-180.4,3.8,2.6,48.4,0.7,0.5
CC(C)Cn1c(Br)nc2c1c(=O)n(CCC#N)c(=O)n2C,1.1,-1.3,-7.2,2.6,-3.4,-13.1,0.2,-2.7,1,1

# The last five compounds of the section above lead into the next.
SMILES,TNAP act hi DEA,bIAP inhibitor,TNAP inh hiacc,Lmaj promast,APP 5UTR inh,TNAP inh no acc,RAM network inh,FLuc inh counter,bIAP act,FLuc stim CS
CN(Cc1cccc(C(F)(F)F)c1)Cc1nc(-c2cnccn2)no1,1,9.4,-3.5,-1.6,12.4,1.3,-0.5,0.0,0.9,1
CCC(=O)N(Cc1cc2cc(OC)ccc2[nH]c1=O)c1cccc(C)c1,1.1,11.0,-7.7,-0.7,7.6,-10.6,1.1,-4.9,0.9,1
COc1ccc(/C(C)=N/Nc2ccc(C(=O)O)cc2)cc1OC,1,5.1,4.2,51.2*,-158.4,-14.1,5.6,9.4,0.9,0.9
CCCCNC(=S)Nc1ccc(-c2nc3ccc(C)cc3s2)cc1,1,29.8,1.8,4.2,-180.4,3.8,2.6,48.4,0.7,0.5
CC(C)Cn1c(Br)nc2c1c(=O)n(CCC#N)c(=O)n2C,1.1,-1.3,-7.2,2.6,-3.4,-13.1,0.2,-2.7,1,1
Cc1ccc(C(=O)CCC(=O)Nc2cccnc2)cc1C,1,15.4,-1.7,-5.0,-17.4,-5.3,0.5,-5.0,0.8,1.1
Cc1nc(NC(=O)CSc2cc(C)c3ccccc3n2)c(Cl)cc1Cl,1,·,-0.7,1.2,-8.9,-8.2,2.4,0.8,0.5,1
NC1=NC2(CCCCC2)N(c2cccc(Cl)c2)C(N)=N1,1,19.3,-4.1,0.8,-13.9,-15.7,0.3,-3.3,0.8,1
c1ccc(Cn2c(SCc3nc4ccccc4s3)nnc2-c2ccco2)cc1,1,6.3,-4.8,8.4,-12.7,-9.4,6.2,-4.1,0.9,1
COc1ccc(CN2CCOCC2)cc1OC,1,5.1,-2.8,2.9,3.3,-3.1,2.4,-4.2,0.9,1
CCOc1ccccc1NC(=O)CCC(=O)Nc1ccc2nc(N3CCN(C)CC3)cc(C)c2c1,1,-2.9,2.6,74.0*,-1.5,-3.4,-0.8,2.8,1,1
CC1=C2C3OC(=O)C(C)[C@@H]3CC[C@](C)(O)C2C2C3C4C5(C12)[C@H]1OC(=O)[C@@H](C)C1CC[C@]4(C)O[C@]5(C)[C@@H]3O (stereo not given in full),1,8.4,-0.3,-4.7,4.1,-1.9,0.4,-3.7,0.9,1
CN(C)S(=O)(=O)c1cc(NC(=O)CN2C(=O)NC3(CCCc4ccccc43)C2=O)ccc1Cl (stereo not given),1,2.8,-4.6,57.4*,10.3,-0.4,0.3,-3.3,1,1
Cc1cc(C)cc(N(C(=O)c2snc(C(N)=O)c2N)C(C(=O)NCC2CCCO2)c2cccs2)c1 (stereo not given),1,-13.1,-3.9,27.8,-19.0,-7.8,2.2,-3.3,1.1,1
Nc1ccc(C(=O)N/N=C/c2ccccc2)cc1,1.1,-6.0,-8.1,-6.3,-13.8,-12.9,0.4,48.7,1.1,0.5
Cn1cc([N+](=O)[O-])c(C(=O)Nc2cc(Oc3cccnc3)cc([N+](=O)[O-])c2)n1,1.1,13.1,-7.3,12.5,96.5*,-17.3,2.1,-9.2,0.9,1.1
CCS(=O)(=O)Nc1c(C)n(C)n(-c2ccccc2)c1=O,1,8.6,1.1,-5.4,-4.6,-8.0,1.2,-2.1,0.9,1
Cn1c(=O)c(C(=O)NC2CCCCCCC2)c(O)c2ccccc21,1,3.1,0.5,-6.4,0.1,-5.7,2.3,3.2,1,1
Cc1cc(NC(=O)CCC(=O)N(Cc2ccco2)C(C(=O)NC2CCCC2)c2ccccc2C)no1 (stereo not given),1,14.2,-2.8,0.0,-18.6,-9.5,3.1,-10.9,0.9,1.1
COc1ccc(/C=C2\OC(=S)N(C)C2=O)cc1,1,-20.6,1.4,-3.8,6.6,-19.3,-0.4,0.0,1.2,1
O=[N+]([O-])c1ccc(NC(=S)N2CCN(c3ccccc3)CC2)cc1,0.9,-3.7,6.7,-4.0,4.4,-4.1,-0.5,-3.2,1,1
COC(=O)CSc1nnc(CNc2ccc(OC)cc2)n1C,1,4.1,-2.2,-5.7,-4.3,-5.8,0.9,0.6,1,1
Cc1ccc(-c2csc3ncnc(NCCN4CCOCC4)c23)cc1,1.1,-7.8,-6.4,9.8,2.1,-10.6,-0.3,-2.8,1.1,1
Cc1ccccc1OCCC(=O)Nc1ccc(Cl)cc1F,1,-11.3,-3.1,-7.4,5.7,-6.0,-0.9,-1.4,1.1,1
COc1ccccc1/C=C/C1=NC(=C\C=C/c2ccccc2)/C(=O)O1,1,-23.8,1.2,68.8*,17.0,15.7,-1.0,2.9,1.2,1
O=C(Nc1ccc(N2CCN(C(=O)c3ccco3)CC2)cc1)c1cccs1,1,13.2,-3.1,2.9,-8.2,-9.3,4.2,-1.1,0.9,1
O=C(CSc1ncn[nH]1)Nc1ccc(S(=O)(=O)Nc2ncccn2)cc1,1,6.7,-4.2,-8.7,9.3,-10.3,2.4,-2.6,0.9,1
C#Cc1ccc([C@H]2C=C(C(=O)N3CCN(Cc4ccccc4)CC3)O[C@@H](OCc3ccc(CO)cc3)C2)cc1,1.1,-11.9,-8.0,2.4,1.4,-6.6,-0.2,-10.2,1.1,1.1
COc1cccc(CNc2ncnc3cc(Cl)ccc23)c1,1,11.5,-1.5,28.2,8.6,-3.5,1.8,-7.9,0.9,1.1
Cc1cc(Oc2ccccc2)nc(SCC(=O)Nc2ccc(Cl)c(Cl)c2)n1,1.1,3.2,-6.0,-1.4,7.5,-4.5,7.9,-5.5,1,1.1
C/C(=N\NC(=O)c1ccc(Cl)cc1)c1ccc(Br)s1,1,5.0,-3.6,9.5,-9.5,3.7,5.2,4.2,0.9,1
CC(=O)c1ccc(N2CCN(C(=O)Nc3cccc(F)c3)CC2)cc1,1.1,9.3,-7.5,37.4,-3.3,-6.7,1.7,-6.7,0.9,1.1
CCOc1ccc(-n2cnnn2)cc1S(=O)(=O)Nc1c(C)cccc1C,1,2.5,-4.9,10.4,0.2,-11.0,0.5,-0.6,1,1
Cc1ccc(NC2CC(=O)N(c3ccc(C)cc3)C2=O)cc1 (stereo not given),1.1,14.4,-5.5,-3.9,-9.1,0.2,1.6,-8.2,0.9,1.1
Cn1c(=O)cc(OCCCC(=O)N2CCN(c3ccccn3)CC2)c2ccccc21,1,0.9,0.0,-1.3,-19.5,-9.2,0.1,-7.3,1,1.1
